# POLK inh: blocks human DNA polymerase kappa activity; Q9UBT6; Potency, µM (doses to about 107 µM), for the others: at the top dose activity, negative = inhibition, most hits filed as inhibitors; 400,000 tested, 0.53% active; purified Pol kappa, fluorescent DNA synthesis assay, 10 min; note: potency is the fitted concentration of half-maximal effect; % is set by controls: 0 for no effect and ±100 for the full control effect
#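 10 nM Pol kappa was preincubated with compounds for 15 min at room temperature. Reaction started with 50 nM (final) substrate. Fluorescence read kinetically at 0 and 10 min.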
# POLB inh: blocks human DNA polymerase beta activity. Potency, µM (titrated, usually from 114 µM), for the others: at the highest dose activity change, negative = inhibition, usual class: inhibitors. P06746. 340,000 tested, 1.3% active. Pol beta primer extension/strand displacement, fluorescence kinetic; note: potency is the fitted concentration of half-maximal effect; % is set by controls: 0 for no effect and ±100 for the full control effect
#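 Pol beta (10 nM) and compounds were preincubated 15 min at room temperature, then 50 nM substrate (final) started primer extension/strand displacement. Reads were taken at 0 and 10 min; concentration-response data were fitted to a four-parameter Hill equation.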
# RXFP1 antag: antagonists of human relaxin receptor RXFP1. Q9HBX9. HEK293-RXFP1, relaxin-stimulated cAMP HTRF, 30 min; active compounds read low. activity change, negative = inhibition, % at 57.5 µM. 350,000 tested, 0.59% active;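 active = activity change of -60% or lower, but not beyond a set lower limit; inconclusive = change between -60% and -40%, or beyond the set limit; inactive = change above -40%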; note: % is set by controls: 0 for no effect and ±100 for the full control effect
# Target sequence (Q9HBX9 whole entry, looked up): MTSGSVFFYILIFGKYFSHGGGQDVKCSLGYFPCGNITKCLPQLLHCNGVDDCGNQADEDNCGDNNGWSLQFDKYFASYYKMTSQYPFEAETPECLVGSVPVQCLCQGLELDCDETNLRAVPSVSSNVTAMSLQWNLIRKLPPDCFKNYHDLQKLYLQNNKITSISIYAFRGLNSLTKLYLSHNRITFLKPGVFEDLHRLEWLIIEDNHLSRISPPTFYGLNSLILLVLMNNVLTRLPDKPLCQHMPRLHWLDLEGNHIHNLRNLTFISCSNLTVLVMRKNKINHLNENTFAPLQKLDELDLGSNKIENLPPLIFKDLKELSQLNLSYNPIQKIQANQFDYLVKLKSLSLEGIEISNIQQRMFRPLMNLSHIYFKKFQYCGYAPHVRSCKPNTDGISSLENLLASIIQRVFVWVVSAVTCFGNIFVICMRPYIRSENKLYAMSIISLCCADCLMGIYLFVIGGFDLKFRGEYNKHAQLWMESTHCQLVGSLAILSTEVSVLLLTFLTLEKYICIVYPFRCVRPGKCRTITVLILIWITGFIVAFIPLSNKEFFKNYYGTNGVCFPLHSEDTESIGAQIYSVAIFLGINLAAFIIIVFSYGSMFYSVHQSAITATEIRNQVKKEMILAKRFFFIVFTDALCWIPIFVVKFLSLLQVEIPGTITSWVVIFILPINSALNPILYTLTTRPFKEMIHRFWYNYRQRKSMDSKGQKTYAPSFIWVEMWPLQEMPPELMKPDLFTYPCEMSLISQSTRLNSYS
# POLI inh: blocks human DNA polymerase iota activity. Potency, µM (highest dose often 115 µM), for the others: top-dose activity, negative = inhibition, hits mostly inhibitors. 390,000 tested, 1% active. Pol iota fluorescent replication assay, 10 min. Q9UNA4. AID 588590; note: potency is the fitted concentration of half-maximal effect
#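 Pol iota at 10 nM preincubated 15 min with compounds at room temperature; reaction started with fluorescent substrate, 50 nM final. Fluorescence read kinetically at 0 and 10 min; buffer-only wells as negative control.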
# Apoferritin bind: binds horse apoferritin like a general anesthetic. P02791. apoferritin/1-aminoanthracene competitive binding, fluorescence. Potency, µM (top dose mostly 77.5 µM), inactives show at the highest dose activity change, negative = displacement, hits mostly inhibitors. 350,000 tested, 0.074% active; note: potency is the fitted concentration of half-maximal effect; % is set by controls: 0 for no effect and ±100 for the full control effect; nearly all actives have a fitted effect of over 20% in size
#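 Probe: 1-aminoanthracene (50% saturated, PBS). Protein: horse-spleen apoferritin, 10 uM. Incubation: 10 min, room temperature. Detection: 380 nm excitation, 535 nm emission. Analysis: normalized response, four-parameter Hill.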
# Pol eta inh: blocks human DNA polymerase eta activity. Q9Y253. recombinant Pol eta, fluorescent DNA replication assay. Potency, µM (titrated, usually from 114 µM), without a hit: at the top dose activity change, negative = inhibition, usual class: inhibitors. 390,000 tested, 1.2% active; note: potency is the fitted concentration of half-maximal effect; % is set by controls: 0 for no effect and ±100 for the full control effect
#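 Pol eta (10 nM) was preincubated with compounds for 15 min at room temperature, after which fluorescent replication substrate (50 nM final) was added to start the reaction. Fluorescence was read kinetically at 0 and 10 min.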
# BLM inh: blocks DNA unwinding by human BLM helicase; P54132; recombinant BLM DNA unwinding, fluorescence dequenching; Potency, µM (doses to about 56.1 µM), for the others: at the top dose activity change, negative = inhibition, usual class: inhibitors; 350,000 tested, 0.2% active;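 note: potency is the fitted concentration of half-maximal effect; plate controls were vehicle for no effect and no enzyme for full effect; nearly all actives have a fitted effect of over 35% in size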
# APEX1 inh: blocks human APE1 abasic DNA cleavage; Potency, µM (top dose mostly 65.8 µM), for inactives: at the top dose activity change, negative = inhibition, most hits filed as inhibitors; recombinant APE1, TAMRA/BHQ-2 abasic DNA cleavage fluorescence; 350,000 tested, 0.35% active; AID 2517; P27695;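 note: potency is the fitted concentration of half-maximal effect; plate controls were vehicle for no effect and reference inhibitor for full effect; nearly all actives have a fitted effect of over 55% in size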
# Target sequence (P27695 whole entry, looked up): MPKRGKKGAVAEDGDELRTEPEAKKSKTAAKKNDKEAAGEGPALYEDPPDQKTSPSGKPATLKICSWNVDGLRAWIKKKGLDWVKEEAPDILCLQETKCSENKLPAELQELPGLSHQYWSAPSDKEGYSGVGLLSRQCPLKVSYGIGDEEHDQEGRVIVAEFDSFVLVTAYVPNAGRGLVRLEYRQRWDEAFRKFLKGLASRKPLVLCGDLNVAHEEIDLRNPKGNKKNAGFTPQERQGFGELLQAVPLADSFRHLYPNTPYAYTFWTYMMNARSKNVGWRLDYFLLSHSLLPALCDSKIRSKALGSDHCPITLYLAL
#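 0.75 nM APE1 + cpd, 15 min RT; start w/ 50 nM TAMRA/BHQ-2 THF-abasic dsDNA; kinetic fluor 525/598 nm ×3 reads @60 s; Δ(read3−read1); normalized to DMSO and NSC13755 control wells.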
# PGK inhibitor: blocks T. brucei phosphoglycerate kinase | PGK/GAPDH coupled, Kinase-Glo luminescence, 60 min | Potency, µM (titrated, usually from 57.5 µM), without a hit: top-dose activity change, negative = inhibition, usual class: inhibitors | 380,000 tested, 0.043% active | AID 602233; note: potency is the fitted concentration of half-maximal effect; % is set by controls: 0 for no effect and ±100 for the full control effect; nearly all actives have a fitted effect of over 60% in size
#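 Luminescent ATP detection (Kinase-Glo Plus) follows a 60-minute room-temperature incubation, with wells lacking PGK as controls. Buffer: 100 mM TEA (pH 7.6), 5 mM MgCl2, 0.01% Tween-20. Coupling enzyme GAPDH (100 nM final) supplies unstable 1,3-BPG in-well.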
# An asterisk follows results filed as active; i = inactive; ? = inconclusive; . = not tested or not shown; [ ] = dose if it differs, or a comment. Unless noted, calls come from the whole dose curve; as a rule, active = well fitted curve in the direction sought with a large enough effect; inconclusive = small, poorly fitted or top-dose-only effect, or another doubt; inactive = no such curve, though single readings can be large; an effect the other way counts as inactive or inconclusive. These rows are one share of the data, so the mix of outcomes need not match the whole.
SMILES,POLK inh,POLB inh,RXFP1 antag,POLI inh,Apoferritin bind,Pol eta inh,BLM inh,APEX1 inh,PGK inhibitor
Cc1ccc(C(=O)c2coc3ccc(O)c(Cl)c23)cc1,-25.5%,-4.3%,10.6,-3.2%,?,1.9%,-8.5%,-2.0%,2.5%
COC(=O)c1ccc(NC(=O)c2ccc3c(c2)C(=O)N(Cc2cccnc2)C3=O)cc1,2.2%,8.2%,-1.0,20.4%,-11.6%,-6.5%,-1.7%,-9.2%,-0.6%
O=C(NNC(=O)C1C2CCC(C2)C1C(=O)O)c1cccc(Cl)c1 (stereo not drawn),-8.0%,14.9%,-13.6,-15.2%,?,-1.8%,-1.0%,6.2%,5.0%
COc1cc(-c2nnc3sc(-c4ccncc4)nn23)cc(OC)c1OC,-15.3%,.,4.0,-14.3%,.,-4.4%,.,.,-1.4%
Cc1ccccc1NC(=S)Nn1cnnc1,-2.5%,3.3%,1.8,?,-7.9%,10.8%,-2.1%,-8.4%,3.1%
Cc1ccc(C(=O)Nc2c(C)n(C)n(-c3ccccc3)c2=O)cc1S(=O)(=O)N1CCCCC1,-5.9%,.,8.2,-0.4%,.,-6.8%,.,-4.0%,-6.9%
O=C(Nc1scc(-c2ccccc2)c1C(=O)O)c1ccccc1Cl,-4.3%,27.0%,-13.2,50.1%[activator],2.5%,-4.3%,2.5%,-2.3%,7.1%
Cc1c(C=O)n(C)n(-c2ccccc2)c1=O,0.3%,0.1%,-3.6,47.8%[activator],1.0%,-22.7%,0.1%,-5.5%,i
COc1cc(C(=O)NCCC(=O)NC2CCC(C)CC2)cc(OC)c1OC (stereo not drawn),15.2%,5.1%,7.5,22.1%,-2.5%,-14.2%,2.3%,83.9%,i
COc1ccc(C(CNC(=O)c2oc3ccc(C)cc3c2C)N2CCOCC2)cc1 (stereo not drawn),-4.5%,-24.3%,-8.6,26.6%,-7.9%,-23.5%,-3.6%,.,-5.5%
CCOC(=O)C1(CCCc2ccccc2)CCN(Cc2cnc(C)s2)CC1,-10.5%,29.6%,-9.2,89.7%[activator],-19.1%,-13.3%,-7.3%,-4.0%,-1.9%
O=C(Cc1ccc(Cl)cc1)NCCc1csc2nc(-c3ccccc3F)nn12,-7.8%[60.1 µM],17.5%,-8.2,6.8%,-13.6%,-1.2%,0.5%,.,-3.5%
CC1CN(C(=O)/C=C/c2ccc(SC(F)F)cc2)CC(C)O1 (stereo not drawn),1.2%,18.1%,-5.4,70.6%[activator],5.2%,-16.5%,-7.7%,-9.2%,3.2%
CCN1CCN(CC(=O)Nc2cccc(C)c2C)C(=O)C1=O,1.9%,15.0%,.,14.7%,-1.2%,-0.9%,-6.9%,-0.8%,i
CCC(C)[C@H](NC(=O)[C@@H]1CSC2c3ccccc3C(=O)N21)C(=O)NCC1CCCO1 (stereo partly drawn),10.8%,-6.0%,5.2,32.2%[activator],-8.4%,-2.0%,-0.3%,49.1%[activator],-0.3%
COc1cccc(C2C(C#N)=C(N)Oc3cc(C)n(Cc4ccccn4)c(=O)c32)c1OC (stereo not drawn),-2.6%,9.0%,-3.1,5.2%,-2.9%,-11.6%,-2.3%,1.6%,4.3%
COc1ccc(OCCCC(=O)NNC(=O)c2ccncc2)cc1,-4.4%,.,-3.7,34.5%[activator],.,-17.7%,.,10.2%,-0.2%
O=C(c1ccc(Cl)cc1)N1CCC(C(=O)N2CCN(c3ncccn3)CC2)CC1,-11.7%,.,1.6,12.0%,.,-11.2%,.,-8.3%,-4.4%
CC1(C)CC(N2CCCC2)=CC(=[N+]2CCCCCC2)C1,-5.2%[60.1 µM],27.2%,-9.4,4.9%,-6.3%,-2.6%,-0.8%,2.7%,-6.8%
CCC(C)N(C)C1CCN(C(=S)Nc2cccc(SC)c2)CC1 (stereo not drawn),-15.6%,18.1%,18.5,9.3%,-3.2%,1.2%,3.1%,0.6%,1.8%
CC(CCc1ccccc1)NC(=O)COC(=O)C(CCC(N)=O)NC(=O)c1ccc(F)cc1 (stereo not drawn),-14.4%,.,-2.5,3.5%,.,-2.0%,.,-5.2%,2.2%
O=C(COC(=O)CNC(=O)C1CCCCC1)Nc1ccccc1Cl,10.7%,.,.,31.3%[activator],.,-13.7%,.,45.5%[activator],-7.8%
Cc1cc(Oc2cccc3c2S(=O)(=O)N(C2CCCC2)CC(COCc2ccccc2)O3)cc(C)c1C (stereo not drawn),-16.4%,.,.,11.6%,.,-7.7%,.,.,7.6%
Cc1c(C)n(C)c2ccc(C(=O)Nc3cccc4ccccc34)cc12,-25.5%,30.8%,-6.4,7.7%,-12.6%,-12.8%,-7.9%,6.4%,-1.2%
N#CC(=C=[N-])c1nc2ccccc2nc1-[n+]1cccc(NC(=O)c2cccs2)c1,0.7%,2.9%,-2.9,95.0%[activator],-1.2%,-11.2%,-8.6%,-3.0%,-3.9%

# Profiles as entered above. Values in the order: POLK inh, POLB inh, RXFP1 antag, POLI inh, Apoferritin bind, Pol eta inh, BLM inh, APEX1 inh, PGK inhibitor
# Cc1ccccc1NC(=S)Nn1cnnc1 is listed as -2.5%, 3.3%, 1.8, ?, -7.9%, 10.8%, -2.1%, -8.4%, 3.1%
# O=C(COC(=O)CNC(=O)C1CCCCC1)Nc1ccccc1Cl is listed as 10.7%, ., ., 31.3%[activator], ., -13.7%, ., 45.5%[activator], -7.8%

# Additional records:
SMILES,POLK inh,POLB inh,RXFP1 antag,POLI inh,Apoferritin bind,Pol eta inh,BLM inh,APEX1 inh,PGK inhibitor
CC(=O)C(/C=N/c1cc(-c2ccc(C)cc2)nn1-c1ccccc1)=C(\C)O,-4.8%,0.4%,-8.1,20.8%,-6.5%,-23.4%,-1.6%,4.1%,-1.0%
CC(C)CCN1C(=O)c2ccc(C(=O)Nc3c[nH]c(=O)[nH]c3=O)cc2C1=O,-18.5%,17.3%,2.7,24.6%,-1.3%,-11.2%,-5.0%,18.5%,-5.0%
Cc1ccc(N2C(=O)CC(N3CCN(C)CC3)C2=O)cc1 (stereo not drawn),.,-1.8%,.,.,1.7%,.,0.3%,4.9%,.
CCCn1c(SCC(=O)N(C)C2CCS(=O)(=O)C2)nc2sc3c(c2c1=O)CCC3 (stereo not drawn),-1.3%,.,-20.3,?,.,-15.3%,.,-3.5%,-2.7%
COc1ccc(-n2c(=O)[nH]cc(C(=O)Nc3ccc4c(c3)OCO4)c2=O)cc1OC,-0.9%,11.6%,-8.5,24.9%,-4.9%,-8.1%,-7.9%,26.2%,-9.6%
Cc1cc2nc(CCl)cc(=O)n2[nH]1,-9.9%,32.5%,-14.8,?,-0.3%,-3.1%,-3.2%,9.7%,-2.7%
CN(C)c1cccc(C(=O)Nc2cccc(F)c2)c1,-3.9%,1.6%,-0.9,14.1%,-7.4%,-11.5%,-2.6%,-3.8%,1.9%
O=C(CSc1nc2ccccc2[nH]1)NCCCn1ccnc1,-21.5%,6.1%,8.7,-6.2%[58.9 µM],-4.6%,-5.5%,1.0%,0.9%,0.7%
CCCCN=C1CC(C)(C)CC(=O)/C1=C(/O)CCCN1C(=O)c2ccccc2C1=O,-9.4%,-1.1%,-1.3,125.7%[activator],?,-15.6%,-2.4%,3.2%,-2.8%
COc1ccccc1NC(=O)CSc1nc(N)c(C#N)cc1C#N,-18.8%,4.1%,51.7,-6.5%,-6.2%,?,-4.7%,-2.9%,-2.1%
CCOc1ccc(CCN2C(=O)C(=O)N([C@@H](CC(C)C)CN3CCC[C@@H]3CN3C(=O)C(=O)NC[C@@H]3Cc3ccccc3)C[C@@H]2CC(C)C)cc1,-18.9%,.,.,?,.,-9.4%,.,.,i
CCc1cc2c(=O)n(C(C)C(=O)OC3CCCCC3)cnc2s1 (stereo not drawn),-12.1%,1.5%,-6.7,-9.4%,4.1%,-19.5%,-4.6%,-1.5%,2.2%
c1ccc(Cc2nnc3n2CCCCC3)cc1,1.2%,?,-15.4,4.1%,-10.7%,3.6%,1.2%,-1.6%,i
COc1ccc(NC(=O)CSc2nc(-c3ccccc3)nc3cc(=O)[nH]n23)cc1,?,25.1µM*,.,?,-3.9%,-14.7%,-4.0%,.,?
CC(C)n1c(N2CCN(C(=O)N3CCCCC3)CC2)nc2ccccc21,-5.2%,2.9%,-4.4,24.1%,2.5%,-19.1%,-0.5%,13.8%,1.6%
Brc1csc2ncccc12,1.3%,2.6%,15.4,130.6%[activator],1.7%,-2.7%,-0.8%,?,-3.1%
CC(C)c1[nH]nc2c1C(c1cccnc1)C(C#N)=C(N)O2 (stereo not drawn),-0.3%,12.2%,-0.1,-10.7%[58.9 µM],-9.2%,-18.4%,0.6%,2.4%,9.0%
COc1ccc(C2NCCn3cccc32)cc1 (stereo not drawn),-14.3%,-23.3%,-5.0,10.7%,-5.7%,-15.6%,-4.5%,-5.3%,-8.2%
CN(CCC#N)C(=O)COC(=O)c1c2c(nc3ccccc13)/C(=C/c1ccco1)CC2,20µM*,8.91µM*,.,3.16µM*,8.0%,6.31µM*,14.1µM*,14.1µM*,?
COCCCNC(=O)CN1C(=O)c2cccnc2Sc2ccccc21,-12.7%,-14.6%,-2.2,2.7%,2.3%,1.8%,0.4%,.,7.3%
[O-]C1=N[N+](=C(c2ccccc2)c2ccccc2)C1,8.5%,.,.,34.2%,.,-8.1%,.,.,-1.9%
COc1ccc(C(=O)C2CCCN(Cc3cccn3-c3nccs3)C2)cc1F (stereo not drawn),-0.2%,25.6%,-23.3,-6.4%,-11.4%,-14.2%,-6.3%,10.2%,-5.2%
O=C(CC1C(=O)NCCN1Cc1c(F)cccc1Cl)NCCCn1ccnc1 (stereo not drawn),-0.4%,32.4%[activator],-8.0,-22.4%,-3.9%,-5.8%,-1.3%,27.5%,-1.7%
